Screens (PubChem)
PvdQ inh – P. aeruginosa PvdQ acylase inhibitors, primary screen, biochemical, fluorescence, plate reader and imaging, single point; 340,000 tested, 0.063% active; PvdQ acylase [Pseudomonas aeruginosa LESB58]; inhibition, % at 10 µM; purified PvdQ acylase; AID 488965, 2010; in the data active = inhibition above about 30%, passing the limit was not always enough;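 also: 0% = vehicle neutral wells and 100% = reference inhibitor wells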
Wnt act – Wnt/beta-catenin pathway activators, primary screen, cell-based, plate reader, single point. Wnt/beta-catenin reporter cell assay, activator. activation, % at 9.35 µM. 300,000 tested, 1.2% active. AID 743398, 2014; in the data active = activation above about 30%, passing the limit was not always enough;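 also: 0% = neutral control wells and 100% = positive control wells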
Rtt109 Vps75 – inhibitors of C. albicans Rtt109/Vps75 HAT, primary screen, biochemical, ThioGlo CoA-SH fluorescence, plate reader; purified Rtt109/Vps75, 4 h; AID 540336, 2011; 330,000 tested, 0.16% active; inhibition, % at 34.9 µM;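 active = inhibition of at least 50% in every replicate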
Target sequence (Q5AAJ8 whole entry, looked up): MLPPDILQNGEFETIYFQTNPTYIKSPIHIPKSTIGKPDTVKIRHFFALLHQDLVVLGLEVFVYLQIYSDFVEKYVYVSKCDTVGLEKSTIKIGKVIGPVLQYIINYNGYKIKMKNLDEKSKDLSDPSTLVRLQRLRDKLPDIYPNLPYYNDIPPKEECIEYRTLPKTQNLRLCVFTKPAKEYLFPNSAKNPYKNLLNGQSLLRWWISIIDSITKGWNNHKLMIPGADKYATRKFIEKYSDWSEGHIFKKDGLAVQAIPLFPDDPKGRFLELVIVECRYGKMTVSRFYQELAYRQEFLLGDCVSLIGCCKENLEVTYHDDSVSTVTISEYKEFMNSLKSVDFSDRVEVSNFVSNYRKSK
Tat transport – E. coli Tat export inhibitors, primary screen, MC4100, TorA-mCherry reporter, fluorescence, single point; inhibition, % at 10 µM; 340,000 tested, 0.036% active; AID 488895, 2010;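 active = mean replicate inhibition at least 50% and at least half of replicates individually reaching 50%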;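 also: exported cargo escapes ClpAP degradation while cytoplasmic cargo is degraded and loses fluorescence; 0% = median of neutral control wells and 100% = median of NaSCN control wells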
AddAB inh – growth inhibition of E. coli expressing H. pylori AddAB, primary screen, AddAB inhibitor project, absorbance | inhibition, % at 11.9 µM | 330,000 tested, 0.29% active; in the data active = inhibition above about 12%;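 also: 0% = vehicle wells of infected cells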
PfHsp90 set2 – growth inhibition of PfHsp90-expressing yeast, primary screen, antimalarial PfHsp90 inhibitor project, S. cerevisiae, BacTiter-Glo luminescence, single point, set 2 | 310,000 tested, 0.32% active | inhibition, % at 9.4 µM | AID 504621, 2011 | BacTiter-Glo ATP, 48 h; yeast lacking PDR1 and PDR3 efflux regulators;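 active = every replicate shows inhibition above about 80%, whatever the replicate mean, limit read from the data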;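 also: 0% = DMSO neutral controls and 100% = 20 µM radicicol positive controls; yeast relying on Plasmodium falciparum Hsp90 in place of its own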
phage Ecoli inh – growth loss of phage-infected E. coli, primary screen, RecBCD inhibitor project, absorbance, with phage, HTS. inhibition, % at 11.9 µM. AID 651602, 2012. 360,000 tested, 0.26% active; in the data active = inhibition above about 11%
DAGLB inhibitor – DAGLB lipase inhibitors, primary screen, biochemical, fluorescence, HTS; Diacylglycerol lipase-beta (Homo sapiens), Q8NCG7; HEK293T DAGLB membrane lysate, EnzChek fluorogenic substrate; inhibition, % at 5.17 µM; 340,000 tested, 0.059% active; in the data active = inhibition above about 34%;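 also: 0% = enzyme with vehicle and 100% = wells lacking enzyme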
Target sequence (Q8NCG7 whole entry, looked up): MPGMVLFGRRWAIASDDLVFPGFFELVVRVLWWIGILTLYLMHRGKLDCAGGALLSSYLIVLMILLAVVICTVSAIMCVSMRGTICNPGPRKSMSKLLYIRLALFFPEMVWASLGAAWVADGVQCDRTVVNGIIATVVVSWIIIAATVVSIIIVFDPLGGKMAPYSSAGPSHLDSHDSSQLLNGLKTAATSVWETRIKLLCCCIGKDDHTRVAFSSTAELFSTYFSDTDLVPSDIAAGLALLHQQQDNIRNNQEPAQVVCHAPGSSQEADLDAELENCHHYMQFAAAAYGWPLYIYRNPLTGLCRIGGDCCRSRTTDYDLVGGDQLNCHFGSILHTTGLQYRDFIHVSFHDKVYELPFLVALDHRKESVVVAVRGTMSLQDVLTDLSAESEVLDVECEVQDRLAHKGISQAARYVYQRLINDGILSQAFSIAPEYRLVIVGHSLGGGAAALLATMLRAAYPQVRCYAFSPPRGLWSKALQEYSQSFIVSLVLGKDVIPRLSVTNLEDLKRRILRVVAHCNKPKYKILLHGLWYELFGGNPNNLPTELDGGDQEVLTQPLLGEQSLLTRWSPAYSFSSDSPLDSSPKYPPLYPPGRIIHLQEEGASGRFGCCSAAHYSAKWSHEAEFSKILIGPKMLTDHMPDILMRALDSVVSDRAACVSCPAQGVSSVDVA
Ecoli viability – E. coli V3065 growth inhibition, primary screen, counter-screen for AddAB inhibitor project, absorbance, OD600 | 330,000 tested, 0.27% active | inhibition, % at 11.9 µM | 18 h;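 active = inhibition above the campaign's mean inhibition across all tested compounds plus 3 SD, cut at about 9.9% in these data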;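 also: uninfected addAB+ strain grown without phage in ampicillin broth; 0% = DMSO wells and 100% = ciprofloxacin 0.95 µg/ml wells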
CAL PDZ FP – CAL PDZ peptide-binding inhibitors, primary screen, biochemical, fluorescence polarization, Cer-tagged CAL PDZ, HTS. Golgi-associated PDZ and coiled-coil motif-containing protein (Homo sapiens), Q9HD26. purified CAL PDZ, TMR-peptide fluorescence polarization, 1 h. inhibition, % at 20 µM. 330,000 tested, 0.02% active;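 active = highest replicate inhibition of at least 40%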;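 also: plate controls were DMSO neutral control wells for no effect and unlabeled competitor peptide control wells for full effect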
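Material: tagged CAL PDZ protein CerCALP, purified; buffer or medium: sodium phosphate/NaCl buffer pH 7.4 with TCEP, IgG, Thesit; also added: fluorescent TMR peptide probe; schedule: 1 h incubation at room temperature before polarization reading; technique: fluorescence polarization from S- and P-plane intensities, G-factor corrected; control set: unlabelled peptide and DMSO controls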
An asterisk follows results filed as active; / = not tested or not shown.

Values run as follows: PvdQ inh, Wnt act, Rtt109 Vps75, Tat transport, AddAB inh, PfHsp90 set2, phage Ecoli inh, DAGLB inhibitor, Ecoli viability, CAL PDZ FP
[1] COc1ccc(/C=C/c2ccccc2)cc1[C@H]1[C@@H]2C=CCC[C@@]2(C)C(=O)N1Cc1ccccc1
    2, 0, -6, 3, 4.2, -1, 1.6, -9, 0.3, -0.2
[2] COc1ccc(CCNC(=O)CN(c2ccc(OC)c(OC)c2)S(=O)(=O)c2ccc(C)cc2)cc1
    -6, -3, -3, 4, 1.6, -20, -2.3, -2, -1.1, -3.5
[3] COc1ccc(C)cc1C1=CC(=O)C[C@H](c2ccc(F)cc2)C1
    -10, 0, -2, -9, 0.3, -3, 0.2, -8, 0.8, -1.5
[4] CC(C)(C)c1ccc(C(=O)Nc2ccccc2Cl)cc1
    -5, /, 8, 0, 0.3, 5, 6.0, -10, 0.8, -2.1
[5] Cc1ccc(C(=O)CSc2nnc(C)s2)cc1
    -12, 15, 1, 3, -1.0, 28, 5.3, 0, 0.9, 0.9
[6] O=C(CSc1nnc(-c2cccnc2)n1-c1ccccc1)Nc1ccccn1
    -11, -2, 3, 0, 0.4, -16, 1.8, -6, -0.2, -1.9
[7] Cc1nc(-c2ccc(S(=O)(=O)N3CCCN(CCc4ccccc4)CC3)s2)cs1
    -14, -2, 2, -7, 1.2, -12, 1.7, /, 1.6, -0.5
[8] Cc1cc(C(=O)OCn2nnc3ccccc3c2=O)c(C)n1-c1ccccc1
    -6, 2, -9, -2, 1.9, 28, -2.9, -5, 0.1, /
[9] CNCc1c(C)nn(-c2ccccc2)c1C
    -6, 1, 2, 6, -0.9, -9, 2.2, 0, -2.0, 1.0
[10] CCOC(=O)N/N=C(\C)c1ccc(-n2cnnn2)cc1
    5, -6, 1, -7, 1.7, 10, 3.6, -1, -1.6, -0.4
[11] COC(=O)Cc1c(C)c2ccc(OCC(=O)N3CCCC(C)C3)c(C)c2oc1=O (stereo unspecified)
    -5, -1, -2, 3, 2.3, 11, 3.4, 0, 0.2, -2.3
[12] Cc1ccc(C(=O)N/N=C\C=C\c2ccc(Br)cc2)cn1
    4, 2, 10, -7, 2.7, /, 1.5, 0, 0.9, -1.5
[13] CCC(=O)N1CCN(c2ccccc2NC(=S)NC(=O)c2ccco2)CC1
    -10, 0, 1, -3, 3.7, -9, 0.9, -1, -0.5, -2.4
[14] Cc1[nH]n(-c2ccccc2)c(=O)c1N=Nc1ccc(C(=O)O)cc1
    0, -1, -2, -14, 0.3, -21, 0.5, 1, 0.2, 0.6
[15] O=C(NC(=S)NCCN1CCOCC1)c1ccc(Cl)cc1
    1, 13, /, 5, 0.7, 21, 2.6, -3, -1.3, -2.8

Next part (three carried over from the part before).
Values run as follows: PvdQ inh, Wnt act, Rtt109 Vps75, Tat transport, AddAB inh, PfHsp90 set2, phage Ecoli inh, DAGLB inhibitor, Ecoli viability, CAL PDZ FP
[13] CCC(=O)N1CCN(c2ccccc2NC(=S)NC(=O)c2ccco2)CC1
    -10, 0, 1, -3, 3.7, -9, 0.9, -1, -0.5, -2.4
[14] Cc1[nH]n(-c2ccccc2)c(=O)c1N=Nc1ccc(C(=O)O)cc1
    0, -1, -2, -14, 0.3, -21, 0.5, 1, 0.2, 0.6
[15] O=C(NC(=S)NCCN1CCOCC1)c1ccc(Cl)cc1
    1, 13, /, 5, 0.7, 21, 2.6, -3, -1.3, -2.8
[16] Cc1cc(C)c(S(=O)(=O)N2CCC3(CC2)OCCN3S(=O)(=O)c2cccs2)c(C)c1
    -6, 0, -18, 15, /, -5, 1.9, -1, /, -1.6
[17] Cc1ccc(-c2nnc(-c3ccccc3)c(N3CCOCC3)n2)cc1
    -11, /, 20, 1, 1.1, 0, -0.7, -2, -0.3, -0.4
[18] O=C(NCCN1CCCCCC1)C1CCCN1S(=O)(=O)c1cccc2nsnc12 (stereo unspecified)
    6, 2, 23, -1, 0.3, 8, 1.5, 4, 1.0, -1.9
[19] COC(=O)C1=C(N)Oc2c(oc(CO)cc2=O)C1c1ccccc1F (stereo unspecified)
    -15, /, 6, 0, 2.1, /, 3.4, -2, -1.0, -0.3
[20] CCCCNC(=O)CCCCC(=O)N/N=C/c1cccc(Cl)c1
    -12, -3, 4, -4, 3.0, 4, 2.0, -1, 1.0, -1.8
[21] C[C@H](CO)N1C[C@H](C)[C@@H](CN(C)Cc2ccc3c(c2)OCO3)Oc2c(NC(=O)Cc3ccccc3)cccc2C1=O
    -14, -3, 7, 7, 2.1, -12, -2.5, 1, -0.1, -1.5
[22] CC(c1nnc(SCC(=O)Nc2cccnc2Cl)n1-c1ccccc1)N(C)C (stereo unspecified)
    -8, 3, -5, 28, 1.3, -4, 2.1, 0, -0.4, -2.6
[23] O=C(NC1CCCCCCC1)c1cc(COc2ccc3ncccc3c2)on1
    -9, -4, -6, -13, /, -7, 0.4, -1, /, -0.2
[24] CC(=O)Nc1ccc(S(=O)(=O)N2CCN=C2SCc2ccc([N+](=O)[O-])cc2)cc1
    -1, -1, 2, 4, 0.9, -3, -0.7, 2, -1.4, -1.5
[25] O=C(CN(Cc1ccccc1Cl)C(=O)CN1C(=O)CSc2ccccc21)NC1CC1
    -2, -3, 1, -11, 3.6, 33, -0.8, -3, -0.4, -3.4
[26] Cc1cccc(-c2nnc(-c3ccccc3)o2)c1
    -13, /, -5, 1, 0.9, -41, 1.7, -15, -0.4, -1.0
[27] Cn1c(=O)c(=O)n(C)c2cc(S(=O)(=O)CCC(=O)Nc3cccc(C(F)(F)F)c3)ccc21
    -4, 0, -4, 5, 0.5, 4, 2.5, -4, -2.1, -1.9
[28] CC(OC(=O)c1ccc(NC(=O)CC#N)cc1)C(=O)NCCC1=CCCCC1 (stereo unspecified)
    1, -1, 0, -4, 1.9, -14, 7.7, -4, -2.8, -0.2
[29] CCCSc1cc(N2CCN(C)CC2)nc(-c2ccc(OC)cc2)n1
    -14, /, 11, 0, 1.3, 31, 3.4, -4, -1.6, -1.1
[30] Cc1ccsc1/C=C(\CC(=O)O)c1nc2ccccc2o1
    6, 3, 5, 0, 0.5, 0, 0.6, 0, -0.3, -1.4
[31] C(#CCN1CCC(Cc2ccccc2)CC1)COCCOCc1ccccc1
    0, 2, 1, 1, -1.9, -61, 6.0, -8, -0.7, 0.4
[32] C=CCNC(=O)c1ccccc1NC(=O)COc1ccccc1
    -9, -9, -6, -4, 2.6, 25, 2.8, 0, -1.3, -0.3
[33] CCC(C)(C)NC(=O)C(c1ccncc1)N(C(=O)c1sc(C)nc1C)c1ccc(C)cc1 (stereo unspecified)
    -10, 5, 15, -2, -3.1, 8, 1.9, -2, -3.6, 0.9
[34] Oc1ccc(/C=N/NC(=S)Nc2cccnc2)cc1
    -1, 9, -11, 5, -2.0, 12, 1.4, 4, -0.7, -1.9
[35] CCC(=O)N1c2ccc(S(=O)(=O)NC3CCCCC3)cc2CC1C (stereo unspecified)
    -11, 0, 7, 7, -0.8, 17, 4.4, 0, -2.6, -2.7
[36] Cn1cccc1C(=O)OCC(=O)c1ccc(Br)s1
    -11, 48*, -4, 2, -1.1, -21, -0.5, -5, 1.2, -1.2
[37] CC(C)CCNC(=O)c1cc2c(=O)[nH]c3ccccc3c2s1
    -13, 3, /, 8, -1.0, 31, 0.6, 0, 1.0, -1.5
[38] O=S(=O)(Nc1cc(Cl)cc(Cl)c1)N1CCOCC1
    -8, -1, -6, -2, 1.3, 12, 1.2, -3, -0.8, -1.5
[39] Cc1ccc(N(C)S(=O)(=O)c2cc3c(cc2C)NC(=O)CO3)cc1
    -13, -1, -2, -7, -2.4, -20, 2.9, 1, 5.7, -1.1
[40] COc1ccccc1CCNS(=O)(=O)CCNC(=O)c1ccccc1
    4, 0, -10, 0, 5.4, /, 5.6, 1, 1.0, -2.7
[41] O=C(O)c1cccc(N=NN2CCCCCC2)c1
    9, 9, -2, -6, -0.7, 5, 2.8, -1, -3.0, -0.1
[42] O=C(CCc1ccccc1)NCCSCc1c(F)cccc1Cl
    3, -2, -1, 8, 1.2, -21, 5.0, -5, -0.3, -0.3
[43] Cc1c(Cl)cccc1Nc1nc(NCCO)c2ccccc2n1
    -4, 29, -3, -21, -0.2, -8, 1.8, 0, 0.0, -2.2
[44] CC(CN1CCOCC1)OC(=O)c1cccs1 (stereo unspecified)
    -1, /, -26, 0, -2.4, -9, 2.8, -4, -2.1, 0.0
[45] CCC(=O)Nc1cc(SCCO)cc([N+](=O)[O-])c1
    3, /, -1, -3, 3.7, 5, 2.4, -2, 2.8, -1.1
[46] Cc1cc(C)c(CN2CCN(Cc3ccc(C)o3)C(CCO)C2)c(-n2cccn2)c1 (stereo unspecified)
    2, -2, 2, -6, -1.9, 17, -1.3, 0, -2.9, -0.3
[47] CN(C)CCCNC(=O)c1cc(C(=O)c2cccc(Cl)c2Cl)c[nH]1
    0, 0, -5, 10, -1.8, 3, 0.0, -1, -0.3, -2.0
[48] COc1ccc(C(=O)N/N=C(\C)CC(=O)NC2CCCCC2)c(OC)c1
    11, 0, 25, 1, -1.8, 9, -0.4, -3, -0.8, -1.8
[49] CC(C)CCNC(=O)Cc1ccc(Nc2nc(=S)[nH]c3ccccc23)cc1
    -1, 0, -5, -6, 4.0, -14, -2.8, 2, 1.9, -1.9
[50] COc1ccc(NC(=O)CN2C(=O)NC(c3ccccc3)(c3ccccc3)C2=O)cc1OC
    7, -1, 18, 0, 0.7, -18, 1.0, 2, 0.0, -0.8
[51] COCCNC(=O)C(=O)N/N=C(\C)CC(=O)Nc1ccc2c(c1)OCO2
    -2, -1, 7, -3, 2.2, 34, 4.4, -3, 1.7, -4.5
[52] NS(=O)(=O)c1cccnc1Nc1cccc(C(F)(F)F)c1
    9, /, 2, 6, 2.0, 0, -0.1, -8, -1.6, -1.0
[53] CC(=O)c1sc(NC(=O)c2cccc(N3C(=O)CCC3=O)c2)nc1-c1ccccc1
    -11, 1, -1, -1, -1.2, /, 0.6, 2, -1.3, -0.7
